Screens deposited in PubChem BioAssay by National Center for Advancing Translational Sciences (NCATS).
SW480 rereplic: A quantitative high throughput screen for small molecules that induce DNA re-replication in SW480 colon adenocarcinoma cells; SW480 DNA re-replication, Hoechst DNA content imaging, 48 h; Potency, µM (series often up to 46.1 µM), inactives show at the top dose re-replication activation, usual class: activators; hit rate 1.8% among 340,000; AID 624297, 2012; also: potency is read from the fitted curve at half-maximal effect; % of control where 0% means no effect; nearly all actives have a fitted effect of over 55% in size
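Per well, 250 cells were exposed to pinned compound for 48 hr. Nuclear DNA was visualised with Hoechst (40 min, 37 C) and total object intensity recorded by fluorescence scanning.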
IL1B secr inh: qHTS for Inhibitors of Inflammasome Signaling: IL-1-beta AlphaLISA Primary Screen | hit rate 4.7% among 360,000 | AID 743279, 2014 | activity change, % at 57.5 µM | THP-1 LPS/ATP IL-1B secretion, AlphaLISA, 16 h; active compounds read low; in the data active = activity change below about -50%; inconclusive = mostly about -30% to -49%; also: % is scaled to controls: 0 for no effect and ±100 for the full control effect
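Secreted IL-1B measured by AlphaLISA bead assay after 16 h compound exposure of THP-1 cells; compounds (final up to 57.5 uM) added 1 h before LPS (250 ng/mL) and ATP (1.25 mM) stimulation; lower signal means less secretion.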
KB-3-1 cytotox: qHTS assay for MDR1-selective chemotherapeutics: Primary screen using the parental adenocarcinoma cell KB-3-1. KB-3-1 viability, CellTiter-Glo ATP luminescence, 72 h. Potency, µM (doses to about 46.1 µM), without a hit: at the highest dose activity change, negative = cytotoxic, usual class: cytotoxic. hit rate 1.4% among 400,000; also: potency is read from the fitted curve at half-maximal effect; % is scaled to controls: 0 for no effect and ±100 for the full control effect; nearly all actives have a fitted effect of over 60% in size
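Cytotoxicity in the drug-sensitive parental line KB-3-1 was scored as loss of CellTiter-Glo luminescence following 72 h incubation with compound. Values come from curve fitting of normalized concentration-response data.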
HT1080-NT tox: qHTS for induction of synthetic lethality in tumor cells producing 2HG: qHTS for the HT-1080-NT fibrosarcoma cell line; Potency, µM (top dose mostly 46.1 µM), without a hit: at the highest dose activity, negative = less viability, usual class: cytotoxic; hit rate 1.6% among 360,000; HT-1080-NT fibrosarcoma viability, CellTiter-Glo ATP luminescence, 48 h;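 also: NT is the 2HG producing partner of a matched IDH1 knockdown line; potency is read from the fitted curve at half-maximal effect; 0% = DMSO-treated cells and -100% = media-only wells without cells; nearly all actives have a fitted effect of over 55% in size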
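Fibrosarcoma NT cells, 750 per well in 5% FBS RPMI, were exposed to compound for 48 hours. Viability: CellTiter-Glo luminescence.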
DRD3 agonist: qHTS of D3 Dopamine Receptor Agonist: qHTS; D(3) dopamine receptor (Homo sapiens), P35462; AID 652048, 2013; max activation, %; D3R DiscoveRx beta-arrestin cells, luminescence, 90 min; hit rate 0.58% among 410,000; in the data active = max activation above about 30%; also: 0% is about no effect; mostly tested at two doses, the higher about 12 µM
Target sequence (P35462 whole entry, looked up): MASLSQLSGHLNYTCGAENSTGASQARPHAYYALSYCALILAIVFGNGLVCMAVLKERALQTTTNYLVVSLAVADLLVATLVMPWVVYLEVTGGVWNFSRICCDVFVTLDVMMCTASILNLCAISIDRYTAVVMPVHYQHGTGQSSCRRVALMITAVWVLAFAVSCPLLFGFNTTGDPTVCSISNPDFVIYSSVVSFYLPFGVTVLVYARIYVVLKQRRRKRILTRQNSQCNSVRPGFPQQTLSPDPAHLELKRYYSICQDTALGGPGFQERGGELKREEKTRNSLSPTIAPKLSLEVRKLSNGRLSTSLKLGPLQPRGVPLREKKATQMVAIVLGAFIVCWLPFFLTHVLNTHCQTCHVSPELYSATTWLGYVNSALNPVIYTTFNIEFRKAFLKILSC
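Agonist mode: compounds and dopamine controls were applied to plated cells for 90 min at 37 degrees C after an overnight attachment at 1500 cells/well. Luminescent read-out followed 30 - 60 minutes at room temperature with DiscoveRx detection reagent.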
MCF10A rereplic: A quantitative high throughput screen for small molecules that induce DNA re-replication in MCF 10a normal breast cells; hit rate 2.9% among 350,000; Potency, µM (series often up to 46.1 µM), for inactives: top-dose activity, positive = re-replication, hits mostly activators; MCF 10A DNA re-replication, Hoechst nuclear intensity, 48 h; also: potency is read from the fitted curve at half-maximal effect; % of control where 0% means no effect; nearly all actives have a fitted effect of over 50% in size
KB-V1 MDR tox: qHTS assay for MDR1-selective chemotherapeutics: Primary screen using the drug-selected MDR subline cells KB-V1; KB-V1 MDR cells viability, CellTiter-Glo, 72 h; Potency, µM (titrated, usually from 46.1 µM), without a hit: at the top dose activity change, negative = cytotoxicity, usual class: cytotoxic; hit rate 3.4% among 400,000; also: potency is read from the fitted curve at half-maximal effect; % is scaled to controls: 0 for no effect and ±100 for the full control effect; nearly all actives have a fitted effect of over 60% in size
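Compound-treated KB-V1 multidrug-resistant cells, 72 h, 37 degrees C; viability by CellTiter-Glo. Fitted qHTS curves give the values.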
GLP1R cytotox: qHTS of GLP-1 Receptor Inverse Agonists: Cytotox Screen; HEK293 cAMP-luciferase reporter cells, luminescence, 24 h; Potency, µM (titrated, usually from 38.3 µM), without a hit: at the top dose activity change, negative = inhibition, hits mostly inhibitors; hit rate 0.13% among 410,000;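 also: loss of luciferase light is scored as toxicity; potency is read from the fitted curve at half-maximal effect; % is scaled to controls: 0 for no effect and ±100 for the full control effect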
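Here, cytotoxicity is scored as loss of luminescence. The MLSMR collection was tested on cells seeded in medium containing 10% Nu serum, with a 24 hr compound exposure preceded by 12 hours of culture.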
HT1080 IDH1KD tx: qHTS for induction of synthetic lethality in tumor cells producing 2HG: qHTS for the HT-1080-IDH1KD cell line. HT-1080 IDH1 knockdown viability, ATP luminescence, 48 h. Potency, µM (top dose mostly 46.1 µM), for the others: at the highest dose activity, negative = toxicity, usual class: cytotoxic. AID 686971, 2013. hit rate 2% among 360,000;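 also: potency is read from the fitted curve at half-maximal effect; 0% = DMSO wells and -100% = cell-free medium wells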
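IDH1KD HT-1080 cells, 750/well, RPMI + 5% FBS; compound pinned after 2 h settling; 48 h, 37 °C; CellTiter-Glo luminescence; % activity normalised to DMSO and no-cell wells; curves fitted, classed by r2 and efficacy.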
* = called active by the depositor; ? = inconclusive; / = not tested or not shown; & = joins results of further samples; [ ] = remark or other dose. Unless noted, calls follow the shape of the dose curve; as a rule, active = well fitted curve in the direction sought with a large enough effect; inconclusive = small, poorly fitted or top-dose-only effect, or another doubt; inactive = no such curve, though single readings can be large; an effect the other way counts as inactive or inconclusive.

Start of the data: the first five compounds, to show the layout:
Compound | SW480 rereplic | IL1B secr inh | KB-3-1 cytotox | HT1080-NT tox | DRD3 agonist | MCF10A rereplic | KB-V1 MDR tox | GLP1R cytotox | HT1080 IDH1KD tx
Cc1ccc(C)c(S(=O)(=O)NCc2ccc(C(=O)N3CCN(C)CC3)cc2)c1 | 0% | 54 | 1% | 7%[9.24 µM] | 4 | -1% | -7% | 14% | -17%
Cc1ccc(N2CC(C(=O)N3CCN(c4ccccn4)CC3)CC2=O)cc1 (stereo not given) | -7% | -17 | 8% | 20% | 2 | -1% | -8% | -4% | 11%
COc1ccc(S(=O)(=O)Nc2ccc3c(c2)OCCO3)cc1OC | 7% | 14 | 2% | -1% | 3 | ? | 9% | -5% | 6%
Cc1cccc(NC(=O)C23CCC(C)(C(=O)O2)C3(C)C)c1 (stereo not given) | -1% | 15 | 3% | -5% | 0 | 2% | 1% | 2% | 2%
COc1cc([N+](=O)[O-])ccc1NC(=O)CCCOc1cccc(C)c1 | -2% | -3 | 10% | 7% | -8 | -1% | 17% | 2% | 2%

The list itself, previewed entries included:
Compound | SW480 rereplic | IL1B secr inh | KB-3-1 cytotox | HT1080-NT tox | DRD3 agonist | MCF10A rereplic | KB-V1 MDR tox | GLP1R cytotox | HT1080 IDH1KD tx
Cc1ccc(C)c(S(=O)(=O)NCc2ccc(C(=O)N3CCN(C)CC3)cc2)c1 | 0% | 54 | 1% | 7%[9.24 µM] | 4 | -1% | -7% | 14% | -17%
Cc1ccc(N2CC(C(=O)N3CCN(c4ccccn4)CC3)CC2=O)cc1 (stereo not given) | -7% | -17 | 8% | 20% | 2 | -1% | -8% | -4% | 11%
COc1ccc(S(=O)(=O)Nc2ccc3c(c2)OCCO3)cc1OC | 7% | 14 | 2% | -1% | 3 | ? | 9% | -5% | 6%
Cc1cccc(NC(=O)C23CCC(C)(C(=O)O2)C3(C)C)c1 (stereo not given) | -1% | 15 | 3% | -5% | 0 | 2% | 1% | 2% | 2%
COc1cc([N+](=O)[O-])ccc1NC(=O)CCCOc1cccc(C)c1 | -2% | -3 | 10% | 7% | -8 | -1% | 17% | 2% | 2%
N#Cc1c(-c2cccs2)nc(SCc2ccc(Cl)cc2)[nH]c1=O | -10% | 23 | -1% | -14% | 3 | 25% | 0% | 22% | -9%
CC(C)CC(=O)N1CCC(O)(CS(=O)(=O)c2ccc(Cl)c(Cl)c2)CC1 | -3% | 6 | 15% | -12% | 4 | 27% | -23% | -1% | 3%
O=C(O)c1cccc(NC(=O)c2cccc(S(=O)(=O)Nc3cccc(F)c3)c2)c1 | / | / | 4% | / | -1 | / | 2% | -3% | /
Cc1ccc(NS(=O)(=O)c2cccc3cccnc23)c(Br)c1 | 8% | -8 | 6% | -7% | 7 | -1% | -2% | -4% | -2%
CCc1ccccc1NC(=S)N(Cc1ccc(C(=O)O)cc1)Cc1ccc(OC)c(OC)c1 | -15% | 6 | 2% | 0% | 5 | 0% | ? | -2% | -5%
COc1ccc(NC(=O)C(=O)NCC2CCCN2S(=O)(=O)c2cc(C)ccc2C)cc1 (stereo not given) | 16µM* | -3 | 5.8µM* | ? | -3 | ? | 5.8µM* | ? | 18µM*
CCOC(=O)C1(CCOC)CCN(Cc2cccc(OCc3ccccc3)c2)CC1 | ? | 0 | ? | -2% | -21 | 14% | 7% | -7% | -1%
O=C(CSc1nnc(COc2ccc(Cl)cc2)n1Cc1ccco1)c1ccccc1F | 2% | 20 | 0% | -21% | 0 | ? | 0% | -11% | -20%
Cc1nc(Cl)c(C(=O)Nc2cccc(F)c2)c(C)c1Cl | -11% | 11 | -5% | -7% | 4 | 0% | -27% | -2% | 6%
O=C(CCC1CCCC1)NC1CCCCC1 | 1% | 0 | 7% | 11% | 4 | 7% | -1% | -7% | 3%
CN(C)CC(=O)Nc1cc(C(F)(F)F)ccc1Cl | ? | 4 | 21% | 29% | -12 | -5% | 30% | 3% | 28%
CCN(CC(=O)Nc1ccc(NC(C)=O)cc1)C(=O)c1cc(-c2ccccc2)nn1-c1ccccc1 | -16% | -9 | 3% | -13% | -26 | 4% | -2% | 7% | -11%
O=C(CCS(=O)(=O)Cc1ccccc1)Nc1ccc2c(c1)OCCO2 | -5% | 15 | -6% | 10% | -14 | 0% | 2% | 8% | 2%
CCc1ccccc1NC(=O)CC(NCc1ccccc1)C(=O)O (stereo not given) | -8% | -14 | 0% | 1% | -3 | -3% | 28% | 1% | 0%
COc1ccc(/C=C/C(=O)Nc2nc(C)cc(C)n2)cc1OC | -4% | 19 | -15% | 1% | 2 | 0% | -2% | -3% | 1%
NS(=O)(=O)c1ccc(CCNC(=O)c2ccc3c(=O)n4c(nc3c2)CCCCC4)cc1 | -22% | 0 | 0% | 1% | 0 | ? | 12% | -3% | 6%
c1ccc(Cn2nnnc2C(c2cccnc2)N2CCN(c3ccccc3)CC2)cc1 (stereo not given) | -4% | -2 | -19% | -25% | 9 | -5% | ? | -9% | -1%[9.24 µM]
O=C(O)C(=Cc1cccc([N+](=O)[O-])c1)c1ccccc1 | / | 9 | 7% | 2% | 5 | / | 7% | -5% | -3%
Cc1cccc(C(=O)Nc2nnc(SCC(=O)Nc3ccc4c(c3)oc3ccccc34)s2)c1 | -3% | 44 | 0% | ? | 5 | ? | -9% | 0% | ?
COc1ccc(OC)c(-c2csc(NC(=O)C3=NN(c4ccccc4)C(=O)CC3)n2)c1 | -6% | 52 | -6% | -14% | 4 | -36%[inhibitor] | -22% | -20% | -16%
O=C(COc1ccc(Cl)cc1)NCC(c1ccco1)S(=O)(=O)c1ccc(Cl)cc1 (stereo not given) | / | / | -19% | / | 5 | / | 6% | -16% | /
Cn1c(SCC(=O)Nc2ccccc2)nnc1-c1ccccc1 | / | / | -5% | / | -10 | / | -29% | -5% | /
CCOc1ccc(NC(=O)N2CCC(n3nnc4ccccc43)CC2)cc1 | -7% | 5 | 11% | 13% | -12 | ? | -9% | 0% | 6%
Cc1c(OCC(=O)NCCCN2CCCC2=O)ccc2c3c(c(=O)oc12)CCCC3 | -16% | -22 | 17% | -1% | 4 | -1% | -1% | 0% | -2%
CCc1ccccc1NC(=O)c1ccc2[nH]c(C)c(C)c2c1 | / | / | 0% | / | -8 | / | -15% | -1% | /
CC1(C)OC(C(=O)NC2CCCCC2)C(C(=O)NC2CCCCC2)O1 (stereo not given) | -3% | -4 | -5% | 10% | 6 | 0% | -24% | -11% | 14%
COc1cc2c(cc1OC)-c1cc(Nc3ccc(C)cc3)nc(=O)n1CC2 | -9% | ? | -3% | 10% | 0 | 0% | -8% | -6% | 6%
O=C(NC1CC1)c1ccc2nc([C@@H]3O[C@H](CO)[C@H](O)[C@H](O)[C@H]3O)[nH]c2c1 | / | -6 | -2% | 4% | -6 | / | -16% | 3% | ?
CS(=O)(=O)c1ccc(NS(=O)(=O)c2ccc(Cl)c(C(=O)NCc3ccco3)c2)cc1 | -15% | -21 | -15% | -5% | -4 | -11% | -14% | 2% | -4%
CC1CN(C(=O)C(C)Sc2nnnn2C)CC(C)O1 (stereo not given) | -5% | 28 | 19% | 2% | -1 | 2% | 15% | 0% | 1%
CCOC(=O)c1sc2c(c1C)c(=O)c(C(=O)OCC)cn2CC | -4% | 5 | 5% | 5% | -3 | -18% | ? | -13% | -4%
O=C(O)c1ccccc1NC(=O)C1C2C=CC(C2)C1C(=O)O (stereo not given) | 0% | 0 | 2% | 7% | 4 | 1% | ? | -4% | 2%
CC(NC(=O)c1ccccc1)c1nnc(SCC(=O)NC2CCCC2)n1C (stereo not given) | -8% | -3 | 9% | 17% | 8 | -1% | ? | 16% | 4%
CCC(c1nnnn1Cc1ccccc1)N1CCN(c2ccc(OC)cc2)CC1 (stereo not given) | ? | -5 | -8% | 1% | -3 | -3% | ? | 0% | 1%
COc1ccc(CCNC(=O)CS(=O)(=O)c2cn(CC(=O)N(C(C)C)C(C)C)c3ccccc23)cc1OC | -1% | -8 | 0% | 19% | 10 | -3% | 29% | -2% | 13%

(listing goes on)
structure | SW480 rereplic | IL1B secr inh | KB-3-1 cytotox | HT1080-NT tox | DRD3 agonist | MCF10A rereplic | KB-V1 MDR tox | GLP1R cytotox | HT1080 IDH1KD tx
O=c1cc(NC2CCCCC2)[nH]c(=O)[nH]1 | -21% | 5 | -4% | 14% | -14 | -3% | 17% | -4% | 23%
CCCc1c(C)nc(N2CCN(c3ccc(F)cc3)CC2)[nH]c1=O | 2% | 8 | 0% | 3% | 15 | 1% | 3% | 0% | 4%
COc1ccc2oc(-c3ccc(C)c(NC(=O)CSc4ccc(Cl)cc4)c3)nc2c1 | 0% | -8 | -1%&-10% | -12%[9.24 µM] | -7&1 | 0% | 48%&-4% | -5%&8% | -9%
CCCC1(C(=O)OCC)NC(c2ccc(OC)cc2OC)C2C(=O)N(c3ccc4c(c3)OCCO4)C(=O)C21 (stereo not given) | 0% | -13 | 7% | 1% | 4 | 0% | 6% | 8% | 9%
O=C(Oc1cccc2cccnc12)c1ccc(N2C(=O)C3C4CCC(C4)C3C2=O)cc1 (stereo not given) | 18µM* | -95* | 3% | 16µM* | -14 | 15µM* | 0% | 3.2µM* | 13µM*
